# Compound activity (PubChem BioAssay)
# esBAF inh: Bmi1 luciferase reporter increase in mESCs, primary screen, esBAF inhibitor project, mouse ES cells, Bmi1 luciferase knock-in, single point. 24 h; 100% = twice the neutral-well signal. reporter increase, % at 12.5 µM. 350,000 tested, 2% active; in the data active = activation above about 40%;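 also: 0% = median of the plate's neutral control wells and 100% = double that signal; a rise in the Bmi1 reporter signal indicates esBAF inhibition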
# Casp6 inh: human caspase-6 inhibitors, primary screen, biochemical, VEID-R110 fluorescence, single point, set 2 | purified caspase-6, Z-VEID-R110 cleavage fluorescence | inhibition, % at 12.5 µM | 350,000 tested, 0.53% active;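 active = mean inhibition across replicates at least about 35%, with every replicate also reaching that limit, limit read from the data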;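 also: 0% = median of neutral control wells and 100% = no fluorescence left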
# Target sequence (P55212 24-179 limits assumed): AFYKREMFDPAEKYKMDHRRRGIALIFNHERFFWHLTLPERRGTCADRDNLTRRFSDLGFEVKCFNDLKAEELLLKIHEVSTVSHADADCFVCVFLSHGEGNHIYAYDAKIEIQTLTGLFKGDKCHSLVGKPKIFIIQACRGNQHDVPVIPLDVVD
# Target sequence (P55212 194-293 limits assumed): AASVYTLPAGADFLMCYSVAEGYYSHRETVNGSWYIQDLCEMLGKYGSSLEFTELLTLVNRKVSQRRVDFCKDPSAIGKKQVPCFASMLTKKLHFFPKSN
# FN deposit inh: inhibitors of fibronectin matrix deposition, primary screen, AH1F cells, Alexa488-fibronectin fluorescence, plate reader; inhibition, % at 12.6 µM; 350,000 tested, 0.086% active; AID 743247, 2014; AH1F fibroblasts, overnight;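 active = mean inhibition across replicates of 30% or more, regardless of how many single replicates reach that level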;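 also: positive control wells lacked labelled fibronectin entirely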
#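 Material – AH1F fibroblast monolayer, labelled fibronectin deposition · Reagent – labelled fibronectin 24 nM · Timing – 1 h adhesion, overnight exposure · Measured by – fluorescence at 485 nm excitation, 525 nm emission · Read-out – inhibition of fibronectin deposition signal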
# C2C12 statin: suppressors of statin myotoxicity in C2C12 myotubes, primary screen, cell-based, single point, plate reader | AID 602340, 2012 | rescue of ATP level, % at 7.49 µM | C2C12 myotubes + simvastatin, ATP luminescence, 48 h; scaled: DMSO 0, geranylgeraniol control 100 | 330,000 tested, 0.78% active;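 active = mean ATP rescue above about 67%, or every replicate alone reaching that limit, limit read from the data, passing the limit was not always enough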;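 also: myotubes were challenged with 10 µM simvastatin during compound exposure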
# SIRT5 inh: SIRT5 desuccinylase inhibitors, primary screen, biochemical, fluorescence imaging, single point, set 5. NAD-dependent protein deacylase sirtuin-5, mitochondrial (Homo sapiens), Q9NXA8. Purified SirT5, succinyl-peptide AMC, trypsin-coupled fluorescence. inhibition, % at 15 µM. 330,000 tested, 1.1% active. AID 652115, 2013; in the data active = inhibition above about 15%
# Target sequence (Q9NXA8 whole entry, looked up): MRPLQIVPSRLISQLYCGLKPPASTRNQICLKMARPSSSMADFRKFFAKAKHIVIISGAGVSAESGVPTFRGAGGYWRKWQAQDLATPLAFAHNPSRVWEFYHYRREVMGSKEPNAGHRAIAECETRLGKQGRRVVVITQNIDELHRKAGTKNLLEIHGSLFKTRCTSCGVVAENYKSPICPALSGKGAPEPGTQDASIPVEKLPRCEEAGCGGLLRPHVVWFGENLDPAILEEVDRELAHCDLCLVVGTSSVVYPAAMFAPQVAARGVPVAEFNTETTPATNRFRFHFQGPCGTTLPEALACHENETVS
# LGR2 antag: inhibitors of bursicon-induced LGR2 CRE-luciferase signal, primary screen, cell-based, HEK293, CRE-luciferase reporter, bursicon stimulation; 380,000 tested, 0.35% active; Drosophila bursicon receptor LGR2 (rickets); bursicon-stimulated, 4 h; inhibition, % at 9.99 µM;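 active = drop in luminescence signal, shown as inhibition above about 50% in the replicate tests, limit read from the data, passing the limit was not always enough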;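 also: agonist challenge used bursicon conditioned medium at about half maximal strength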
# S100A4 inh HTS: inhibitors of S100A4-myosin IIA peptide binding, primary screen, biochemical, fluorescence polarization, TAMRA-MyoIIA peptide. Protein S100-A4 (Homo sapiens), P26447. inhibition, % at 10.7 µM. 360,000 tested, 0.14% active;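 active = mean inhibition of at least 70% across replicates, with every replicate also reaching that level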
# Target sequence (P26447 whole entry, looked up): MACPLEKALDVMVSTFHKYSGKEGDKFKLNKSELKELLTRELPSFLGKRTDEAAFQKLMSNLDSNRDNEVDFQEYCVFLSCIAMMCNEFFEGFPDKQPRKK
#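 Test system: S100A4 monomer protein; Medium: HEPES pH 7.2 with CaCl2, KCl, NaCl, DTT, Triton; Probe or stimulus: TAMRA-labelled myosin IIA heavy-chain peptide probe, 5 nM; Doses: one dose per compound; Times: polarization read 5 min after assay mix addition, stable 5–60 min; Benchmarks: neutral control DMSO, positive control TFP.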
# An asterisk follows results filed as active; nt = not tested or not shown; & = joins results of further samples.
SMILES,esBAF inh,Casp6 inh,FN deposit inh,C2C12 statin,SIRT5 inh,LGR2 antag,S100A4 inh HTS
C[C@@H]1CN([C@@H](C)CO)S(=O)(=O)c2ccc(-c3ccc(F)cc3)cc2O[C@H]1CN(C)CC1CC1,3,0,nt,-100,6,nt,-16
N#CCOc1ccccc1CNC[C@H]1O[C@@H](n2cnc(C(N)=O)n2)[C@H](O)[C@@H]1O,-1,nt,7,-1,-1,-9,0
O=C(O)c1ccc(CSc2nnc(COc3ccccc3)o2)cc1,nt,0,2,nt,2,-17,-11
CCc1nc(N)c(C#N)c(-c2cccnc2)c1C,2,nt,-14,2,nt,nt,nt
CC(C)(CNC(=O)c1cccc(F)c1)CNC(=O)c1cccc(F)c1,-3,0,7,-2,3,-4,-32
CCOC(=O)c1ccc(NC(=S)N2CCN(CCO)CC2)cc1,-3,-5,-4,3,-4,-20,-7
O=C(COc1cc(Cl)ccc1Cl)Nc1ccc2[nH]c(=O)[nH]c2c1,nt,-1,-6,1,-2,1,3
Cc1ccc(-c2nc(CSCC(=O)NCCCN3CCOCC3)c(C)o2)cc1,-6,nt,-11,3,nt,nt,nt
C=CCNC(=O)C1CC1(c1ccccc1)c1ccccc1 (stereo not given),-3,nt,-8,-5,nt,-9,nt
Cc1ccc(C(=O)OCC(=O)NCc2ccccc2)cc1S(=O)(=O)N1CCCCC1,13,0,-1,-6,0,-15,-3
CCCC(=O)Nc1ccc2c(c1)C(=O)N(C)C[C@H](OC)[C@H](C)CN(C(C)=O)[C@@H](C)CO2,1,1,5,-4,5,-2,-4
O=C(C1CCCCC1)N1CC[C@@H]2[C@H](CO)Nc3ccc(Br)cc3[C@@H]21,5,6,3,13,11,9,-1
COc1ccc(S(=O)(=O)N2CCN(CC(=O)NCCc3cccs3)CC2)cc1,-2,-1,-1,0,-9,20,8
COc1ccc(OCC(=O)N2CCCC(Nc3ccc(C)c(C)c3)C2)cc1 (stereo not given),0,-1,-1,0,nt,8,13
O=C(Cc1c[nH]c2ccccc12)Nc1ccc(Nc2cccnc2)c(-c2cc(F)cc(F)c2)c1,nt,4,4,nt,nt,27,-7
CCCC1=Nc2cc(C(=O)NCCCN3CCN(C)CC3)ccc2Sc2ccccc21,-4,-113,14,7,8,16,4
CCCNC1(C(N)=O)CCN(Cc2ccccc2)CC1,-4,-11,-27,-3,nt,nt,0
CCN(CC)S(=O)(=O)c1cc(OC)c(Cl)cc1Cl,0,-3,nt,-23,3,5,7
COc1ccc2c3c([nH]c2c1)[C@H](CO)N(Cc1ccc(Cl)cc1)CC31CCN(Cc2nccs2)CC1,nt,-3,-20,nt,-3,-11,2
N#Cc1nc(-c2cccc3ccccc23)oc1N,10,2,25,3,5,nt,2

# Just S100A4 inh HTS, FN deposit inh and LGR2 antag, for some of the entries so far:
Molecule	S100A4 inh HTS	FN deposit inh	LGR2 antag
CC(C)(CNC(=O)c1cccc(F)c1)CNC(=O)c1cccc(F)c1	-32	7	-4
CCOC(=O)c1ccc(NC(=S)N2CCN(CCO)CC2)cc1	-7	-4	-20
O=C(COc1cc(Cl)ccc1Cl)Nc1ccc2[nH]c(=O)[nH]c2c1	3	-6	1
Cc1ccc(-c2nc(CSCC(=O)NCCCN3CCOCC3)c(C)o2)cc1	nt	-11	nt
C=CCNC(=O)C1CC1(c1ccccc1)c1ccccc1 (stereo not given)	nt	-8	-9
Cc1ccc(C(=O)OCC(=O)NCc2ccccc2)cc1S(=O)(=O)N1CCCCC1	-3	-1	-15

# Going on with the list.
SMILES,esBAF inh,Casp6 inh,FN deposit inh,C2C12 statin,SIRT5 inh,LGR2 antag,S100A4 inh HTS
CCC(NC(=O)OC(C)(C)C)C(=O)Oc1ccc2c3c(c(=O)oc2c1)CCC3 (stereo not given),-13,nt,-10,4,nt,nt,nt
CNC(=O)c1[nH]cnc1C(=O)N[C@@H](C)C(=O)OCc1ccccc1,-1,5,nt,-4,6,-14,-2
N#Cc1ccc(C(=O)Nc2cccc3ccccc23)c(F)c1,7,-3,0,3,-4,5,4
O=C(NCCOc1ccccc1F)c1ccccc1SCc1ccc(F)cc1,-15,nt,7,-15,nt,18,nt
O=C(NCCCN1CCCC1=O)c1ccc(OC(F)(F)F)cc1,nt,-1,-7,nt,-1,-29,-2
COc1cc(NC(=O)c2ccccc2-n2cnnn2)cc(OC)c1,0,0,3,7,-1,20,-1
OC(c1ccccn1)C(O)c1ccccn1 (stereo not given),-5,0,nt,-3,nt,18,7
Cc1ccc(S(=O)(=O)N[C@@H]2CC[C@H](CC(=O)NCCCN(C)C)O[C@H]2CO)cc1,-6,nt,nt,-6,1,-4,nt
O=C(NOCc1ccccc1)c1cccc([N+](=O)[O-])c1,35,4,3,6,-2,-7,-21
C[C@@H]1CN([C@H](C)CO)S(=O)(=O)c2ccc(-c3ccncc3)cc2O[C@H]1CN(C)C(=O)Nc1ccc(F)cc1,3,1,nt,nt,-2,-4,1
C[C@H]1CN([C@@H](C)CO)C(=O)c2cc(NC(=O)C3CC3)ccc2O[C@@H]1CN(C)Cc1ccc(C(=O)O)cc1,-1,5,nt,-16,-1,9,12
Brc1ccc(OCCOCCOc2cccc3cccnc23)cc1,7,nt,nt,21,nt,-3,nt
Cc1cc(-c2n[nH]c(=S)n2/N=C/c2cccc(O)c2)n[nH]1,-5,4,4,-4,1,4,-4
COc1ccc(C2(c3ccc(OC)cc3)NC(=O)NC2=O)cc1,-2,0,4,6,-4,7,3
COc1ccc(NC(=O)NCc2ccco2)c(OC)c1,nt,2,16,nt,-1,3,1
O=C(CCc1ccccc1)NC(=S)Nc1ccccc1Br,nt,1,-5,nt,1,-21,-4
COc1cc(C(CCN2CCCC2)c2c(OC)cc(OC)c3ccc(=O)oc23)cc(OC)c1OC (stereo not given),3,-4,-12,3,1,-3,-10
Cc1[nH][nH]c(=O)c1N=Nc1ccccc1Cl,nt,0,-3,nt,2,-44,2
N#C/C(=C/c1ccc(-c2ccc(S(=O)(=O)N3CCOCC3)cc2)o1)C(=O)NC1CC1,nt,2,1,nt,nt,22,13
COc1ccc(C(C(=O)NC2CCCCC2)N(Cc2cccs2)C(=O)Cc2c[nH]c3ccccc23)cc1OC (stereo not given),9,nt,5,16,nt,nt,nt
CC1CCCCN1C(=O)COC(=O)c1cccc(NS(=O)(=O)c2ccccc2)c1 (stereo not given),0,-1,0,4,-3,-7,-3
CC(C)(C)OC(=O)C[C@H]1C/C=C\C[C@@H](CC(=O)NCCO)C(=O)NC[C@@H](c2ccccc2)OC1=O,-1,-1,-4,14,2,0,16
C[C@H](CO)N1C[C@H](C)[C@H](CN(C)S(=O)(=O)c2ccc(Cl)cc2)Oc2c(NC(=O)CCCCCC(=O)Nc3ccccc3N)cccc2C1=O,-1,2,-7,-165,9,3,-3
O=C(NCCc1nnc2ccc(NCc3ccc(F)cc3)nn12)c1ccccc1,nt,1,-2,nt,5,3,-8
Cc1cccc(CNC(=O)c2ccc3nc(Cc4ccccc4F)oc3c2)n1,-1,3,nt,-11,-1,-31,-4
C[C@H](CO)N1C[C@H](C)[C@@H](CN(C)C(=O)Nc2ccc(C(F)(F)F)cc2)Oc2c(cccc2N(C)C)C1=O,2&3,1&0,10,-23&0,nt,-9&5,-20&4
Nc1nc2ccc(OC(F)(F)F)cc2s1,43*,nt,-3,-3,2,nt,-7
C[C@H]1CN([C@@H](C)CO)C(=O)c2cc(NS(=O)(=O)c3ccc(Cl)cc3)ccc2O[C@H]1CN(C)S(=O)(=O)c1ccccc1,0,nt,nt,12,nt,-5,nt
O=C(CN1C(=O)C2(OCCCO2)c2ccccc21)NCc1ccccc1,-9,nt,-7,13,nt,nt,nt
CN(C)c1nc(N)nc(Cn2nnc(-c3ccc(C(F)(F)F)cc3)n2)n1,-2,2,-2,-10,2,-2,0
CN(C)c1ccc(C(=O)N2CCCC(CCC(=O)N3CCN(c4ccccn4)CC3)C2)cc1 (stereo not given),12,-3,-3,-1,-7,-7,0
C[C@H]1CN([C@@H](C)CO)C(=O)c2cc(NC(=O)Nc3ccc4c(c3)OCO4)ccc2O[C@@H]1CN(C)Cc1ccc(-c2ccccc2)cc1,4,1,nt,29,12,3,-9
COCC(=O)Nc1ccc2c(c1)[C@@H]1C[C@@H](CC(=O)O)O[C@H](CO)[C@@H]1O2,nt,2,nt,nt,-3,24,3
Clc1ccc2[nH]c3c(c2c1)CNCC3,-1,-27,5,6,-1,-7,0
CCC(C)Cn1cnc2c(Sc3c([N+](=O)[O-])ncn3C)nc(N)nc21 (stereo not given),nt,0,3,-23,nt,6,2
C[C@H]1CCCCO[C@H](CN(C)C(=O)NC2CCCCC2)[C@@H](C)CN([C@@H](C)CO)C(=O)c2cc(NS(C)(=O)=O)ccc2O1,0,nt,-16,20,nt,-8,nt
CC(C)CC(=O)/C(=C/c1ccc(N(C)C)cc1)n1cncn1,-3,3,-3,-7,6,-1,4
O=C(O/N=C1/CCSc2ccccc21)c1ccc(F)cc1,-2,1,nt,7,-1,-39,7
COc1ccccc1N1CCN(C(=O)c2oc3ccc(F)cc3c2C)CC1,nt,5,12,nt,3,6,23
CCCn1c(=S)[nH]c2cc(OC)c(OC)cc2c1=O,-2,0,nt,-37,0,nt,0
CC(=O)Nc1ccc(S(=O)(=O)NC2CC(=O)N(c3ccc(C)cc3)C2)cc1 (stereo not given),0,-1,-5,-6,0,-12,-7
Cc1ccc(SCc2ccc(C(=O)Nc3cccc([N+](=O)[O-])c3C)cc2)cc1,-3,-1,nt,-3,3,-2,-6
CCn1cc(C(=O)N(CCCN2CCOCC2)Cc2ccco2)c(=O)c2ccc(C)nc21,3,nt,nt,-6,nt,-12,nt
Cc1ccc2nc3n(c(=O)c2c1)-c1cc2ccccc2cc1C(=O)NC3Cc1ccc(O)cc1 (stereo not given),17,6,8,-16,-7,7,-6
NCCNC(=O)Cc1cccc(NC(=O)Cc2ccc(Nc3ncnc4c3ncn4[C@@H]3O[C@H](CO)[C@@H](O)[C@H]3O)cc2)c1,2,0,13,15,0,-8,-4

# An excerpt from above in order of molar mass, high to low.
SMILES,esBAF inh,Casp6 inh,FN deposit inh,C2C12 statin,SIRT5 inh,LGR2 antag,S100A4 inh HTS
C[C@H]1CN([C@@H](C)CO)C(=O)c2cc(NC(=O)C3CC3)ccc2O[C@@H]1CN(C)Cc1ccc(C(=O)O)cc1,-1,5,nt,-16,-1,9,12
COc1ccc(S(=O)(=O)N2CCN(CC(=O)NCCc3cccs3)CC2)cc1,-2,-1,-1,0,-9,20,8
N#CCOc1ccccc1CNC[C@H]1O[C@@H](n2cnc(C(N)=O)n2)[C@H](O)[C@@H]1O,-1,nt,7,-1,-1,-9,0
Cc1cccc(CNC(=O)c2ccc3nc(Cc4ccccc4F)oc3c2)n1,-1,3,nt,-11,-1,-31,-4
CCCn1c(=S)[nH]c2cc(OC)c(OC)cc2c1=O,-2,0,nt,-37,0,nt,0

# A portion of the library. The share of hits here may be higher or lower than overall.
